# From PubChem BioAssay
# RAD54 inh: RAD54 (human) branch migration inhibition; Q92698; RAD54 Holliday junction branch migration, FAM/BHQ fluorescence; inhibition, % at 10.4 µM; actives 0.14% (n = 360,000);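 active = mean normalized replicate activity at least 40 and at least half of replicates scoring 40 or more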;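 also: 0% = median of neutral control wells and 100% = median of positive control wells; inhibitors cause a drop in the FAM fluorescence signal; in these data hits start at about 50%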
# INS-1E GSIS act: GLuc luminescence reporter in INS-1E cells, primary screen for activators of glucose-dependent secretion of insulin | INS-1E GLuc reporter insulin secretion, 2-3 h | activation, % at 16.6 µM | actives 0.61% (n = 370,000) | AID 743287;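 active = lowest replicate activation of at least 40%, so every replicate reaches that level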;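 also: 0% = median of neutral control wells and 100% = median of IBMX positive control wells; some compounds called inactive have numbers as strong as hits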
# Xi reactivation: reactivates the inactive X chromosome in mouse fibroblasts; XiGFP mouse fibroblasts, % GFP-positive cells imaging, 3 d; cells co-treated with 5-aza-dC sensitizer; scaled so ellipticine positive control = 100%; activation, % at 7.58 µM; actives 0.055% (n = 360,000);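 active = mean normalized replicate activation at least 10% and every replicate at or above 10%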;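 also: 0% = median of on-plate neutral control wells and 100% = ellipticine 6 µM median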
#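 Material: XiGFP fibroblasts, SV40-immortalized; Buffer or medium: DMEM containing 5-aza-dC; Compound dosing: single point; Times: 3 days compound exposure.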
# RAD52 inh: RAD52 (human) annealing inhibition; P43351; recombinant RAD52 DNA annealing, FRET fluorescence; inhibition, % at 18.7 µM; actives 0.46% (n = 360,000);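 active = every replicate showing at least 50% inhibition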
# Target sequence (P43351 whole entry, looked up): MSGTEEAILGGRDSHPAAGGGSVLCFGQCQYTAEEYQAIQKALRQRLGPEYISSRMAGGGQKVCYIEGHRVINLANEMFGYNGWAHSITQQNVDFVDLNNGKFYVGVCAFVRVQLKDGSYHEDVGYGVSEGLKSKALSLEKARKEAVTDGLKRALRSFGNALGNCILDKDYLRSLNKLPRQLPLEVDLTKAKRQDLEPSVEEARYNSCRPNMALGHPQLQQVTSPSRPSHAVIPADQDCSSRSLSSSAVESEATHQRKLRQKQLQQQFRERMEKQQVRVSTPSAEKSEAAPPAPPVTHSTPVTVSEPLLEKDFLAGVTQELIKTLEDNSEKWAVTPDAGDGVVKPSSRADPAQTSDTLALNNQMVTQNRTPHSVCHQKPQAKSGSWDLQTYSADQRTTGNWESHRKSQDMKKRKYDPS
# F508del corr: correctors of CFTR F508del function in bronchial epithelial cells; CFBE cells, YFP halide quenching; stimulated with forskolin plus potentiator P3; % fluorescence drop versus neutral controls; activity (quench increase), % at 7.58 µM; actives 0.36% (n = 350,000);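 active = mean added fluorescence quench of at least 8% versus neutral control, with both replicates also reaching 8%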;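 also: cells transiently co-express mutant CFTR-F508del with the halide-sensitive YFP; corrector assay measuring rescue of mutant channel to the surface after 24 h compound exposure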
# ARNT TACC3 PPI: ARNT/TACC3 interaction disruption | Q9Y6A5 | AlphaScreen His-ARNT PAS-B/GST-TACC3 binding, luminescence; TACC3 fragment carries E629A point mutation | inhibition, % at 9.99 µM | actives 0.66% (n = 390,000);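 active = mean inhibition of replicates at least 50% and at least half of replicates each reaching 50%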;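 also: 0% = complete ARNT plus TACC3 wells and 100% = ARNT alone without TACC3; many hits fall short of the cut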
# esBAF inh: inhibitors of esBAF chromatin remodeling in mouse ES cells | reporter increase, % at 12.5 µM | AID 602393 | actives 2% (n = 350,000) | Bmi1-luciferase knock-in reporter, 24 h; 100% = twice the neutral-well signal; in the data active = activation above about 40%;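 also: 0% = median of the plate's neutral control wells and 100% = double that signal; a rise in the Bmi1 reporter signal indicates esBAF inhibition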
# ERAP1 inh: blocks human ERAP1 aminopeptidase activity. Q9NZ08. recombinant ERAP1, Leu-AMC fluorescence, 60 min. inhibition, % at 10.7 µM. actives 0.15% (n = 340,000). AID 652197;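 active = mean replicate inhibition of at least 30%, or all replicates individually reaching that 30% level; inactive = mean below 30% and not every replicate reaching it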;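 also: 0% = neutral control wells and 100% = L-leucinethiol positive control wells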
# * = called active by the depositor; i = inactive; / = no result given.
SMILES,RAD54 inh,INS-1E GSIS act,Xi reactivation,RAD52 inh,F508del corr,ARNT TACC3 PPI,esBAF inh,ERAP1 inh
CCC(=O)Nc1ccc2c(c1)C(=O)N(C)C[C@@H](OC)[C@@H](C)CN(Cc1ccccc1C(=O)O)[C@@H](C)CO2,12.0,-1.4,-0.5,0.5,0.8,/,-2.1,-5.0
O=C(N/C(=C/c1ccco1)C(=O)N1CCc2ccccc21)c1ccco1,/,-10.5,-0.1,-71.9,-1.3,4.0,/,6.0
CCC(C)Sc1ccc([C@H]2N[C@@](CC(C)C)(C(=O)OC)[C@H]3C(=O)N(CC)C(=O)[C@@H]23)cc1 (stereo not given in full),-4.8,-0.7,-0.4,-5.9,-1.1,-7.6,4.8,/
C[C@H](CO)N1C[C@H](C)[C@H](CN(C)Cc2cccc(C(=O)O)c2)OCc2ccccc2-c2c(n(C)c3ccccc23)C1=O,8.8,9.0,-1.1,-1.4,-5.0,-7.4,-6.8,-1.9
C[C@H](NC(=O)C[C@H]1C=C[C@H](NC(=O)CN2CCOCC2)[C@H](CO)O1)c1ccccc1,-2.4,-5.1,0.1,-8.5,0.3,12.8,1.2,10.9
Cc1ccc(-c2nc3cc(C)c(Br)c(C)n3c2Cc2cccc(F)c2)cc1,-12.5,2.4,0.4,-34.6,-0.5,/,53.6*,-5.9
Cc1cc(=O)oc2cc(OCC(=O)NCCc3c[nH]c4ccc(F)cc34)ccc12,8.6,11.5,0.0,-14.9,0.8,-3.0,-3.6,-4.6
O=C(C[C@@H]1CC[C@H](NC(=O)C2CCOCC2)[C@@H](CO)O1)NCc1ccccc1Cl,-5.5,-5.3,-0.1,17.0,-4.2,-2.7,-20.1,-0.8
CCOC(=O)C1(Cc2ccccc2C)CCCN(C(=O)CN2CCCCC2=O)C1 (stereo not given),7.2,-2.8,0.2,-8.1,5.8,-1.9,17.3,-1.0
CN(C)c1cccc(C(=O)Nc2ccc(N3CCOCC3)cc2)c1,-2.2,-11.8,/,3.5,/,4.9,25.1,4.0
NN/C(=C\[N+](=O)[O-])Nc1ccc(Cl)cc1,-9.2,-8.9,0.2,-18.7,-1.1,/,8.2,-2.8
CC(=O)OC(C)[C@H]1CC[C@H]2[C@@H]3CC[C@H]4C[C@@H](OC(C)=O)CC[C@]4(C)C3=CC[C@]12C (stereo not given in full),8.1,-16.2,0.1,-10.1,2.5,/,-3.5,-1.8
O=C(N[C@H]1CC[C@@H](CCNC(=O)C2CCOCC2)O[C@H]1CO)c1ccccn1,-4.7,4.2,-0.1,-14.3,0.3,-5.7,-3.8,-1.4
CC(=O)c1cccc(NC(=S)N2CCCC2)c1,1.7,-3.7,0.0,-7.7,-1.7,-5.9,3.7,-0.8
CCOCc1nnc(NC(=O)C2c3ccccc3Oc3ccccc32)s1,1.1,-9.3,0.0,-8.3,-3.4,8.4,-10.5,-3.6
CCc1ccc(CN2CCCC(C(=O)Nc3ccccc3-c3ccc(OC)cc3)C2)o1 (stereo not given),-9.1,-16.8,0.0,-19.5,-0.6,42.3,3.2,-0.5
O=c1[nH]c(C(Cl)(Cl)Cl)nc2ccc3ccccc3c12,7.8,9.5,0.3,-10.1,1.4,-5.8,/,2.1
C[C@@H]1CN([C@H](C)CO)S(=O)(=O)c2ccc(-c3cccnc3)cc2O[C@H]1CN(C)C(=O)C1CCC1,-3.4,17.7,-0.2,9.7,-2.5,-11.9,-3.6,2.2
N#Cc1cc2c(=O)n3ccccc3nc2n(-c2ccc(Cl)cc2)c1=O,-9.2,-5.5,0.0,i,-2.0,-2.0,/,-25.2
Cc1ccc(S(=O)(=O)N2CCCC2CNC(=O)C(=O)Nc2ccccc2)cc1 (stereo not given),-5.4,1.5,0.8,-14.4,-4.2,2.4,11.3,-2.1
Cc1cc(C(F)(F)F)c2c(n1)sc1c(O)cc(=O)[nH]c12,-10.5,6.7,/,-23.6,0.3,-7.3,-5.3,-1.6
O=S(=O)(c1ccc(Br)cc1)N1CCN=C1SCc1cccc(F)c1,-9.0,-3.6,0.0,-12.3,-0.8,4.1,-2.1,-0.9
Cc1cc(C(=O)COC(=O)CC2Sc3ccccc3NC2=O)c(C)n1-c1ccc2c(c1)OCO2 (stereo not given),3.0,4.9,0.0,-9.1,-3.2,-5.4,20.3,8.6
C[C@@H]1CCCCO[C@@H](CN(C)Cc2ccncc2)[C@@H](C)CN([C@H](C)CO)C(=O)c2cc(NC(=O)CCC(F)(F)F)ccc2O1,/,19.5,0.0,/,2.5,/,10.9,/
O=C(NCC(c1ccc(F)cc1)N1CCOCC1)c1cccc(Br)c1 (stereo not given),/,-4.4,0.5,-26.9,4.1,-1.1,/,7.0
CC(=O)N(C)C[C@@H]1Oc2cc(-c3cccnc3)ccc2S(=O)(=O)N([C@@H](C)CO)C[C@@H]1C,-2.4,15.7,-0.2,11.4,/,/,1.1,-1.0
COc1ccc(NC(=O)Nc2ccc3c(c2)C(=O)N([C@H](C)CO)C[C@@H](C)[C@@H](CN(C)C(=O)NC2CCCCC2)O3)cc1,4.1,12.4,0.1,23.0,-2.2,-5.9,-3.1,0.6
Cc1ccc(C(=O)C2CCN(C(=S)NCC3CCCO3)CC2)cc1 (stereo not given),-6.6,-16.2,-0.1,-19.6,-1.5,-1.7,8.2,-3.3
C[C@@H]1CCCCO[C@@H](CN(C)Cc2ccc(C(=O)O)cc2)[C@@H](C)CN([C@@H](C)CO)C(=O)c2cc(NC(=O)c3ccccc3)ccc2O1,-4.8,18.9,0.2,-6.9,-1.3,-7.5,-2.1,2.7
COc1ccc(CCNC(=O)CSc2nc(O)cc(=O)[nH]2)cc1OC,4.4,4.6,0.0,-11.1,-1.7,-1.6,/,-1.8

# Ten of the compounds above, with tabs:
structure	RAD54 inh	INS-1E GSIS act	Xi reactivation	RAD52 inh	F508del corr	ARNT TACC3 PPI	esBAF inh	ERAP1 inh
CCc1ccc(CN2CCCC(C(=O)Nc3ccccc3-c3ccc(OC)cc3)C2)o1 (stereo not given)	-9.1	-16.8	0.0	-19.5	-0.6	42.3	3.2	-0.5
O=c1[nH]c(C(Cl)(Cl)Cl)nc2ccc3ccccc3c12	7.8	9.5	0.3	-10.1	1.4	-5.8	/	2.1
C[C@@H]1CN([C@H](C)CO)S(=O)(=O)c2ccc(-c3cccnc3)cc2O[C@H]1CN(C)C(=O)C1CCC1	-3.4	17.7	-0.2	9.7	-2.5	-11.9	-3.6	2.2
N#Cc1cc2c(=O)n3ccccc3nc2n(-c2ccc(Cl)cc2)c1=O	-9.2	-5.5	0.0	i	-2.0	-2.0	/	-25.2
Cc1ccc(S(=O)(=O)N2CCCC2CNC(=O)C(=O)Nc2ccccc2)cc1 (stereo not given)	-5.4	1.5	0.8	-14.4	-4.2	2.4	11.3	-2.1
Cc1cc(C(F)(F)F)c2c(n1)sc1c(O)cc(=O)[nH]c12	-10.5	6.7	/	-23.6	0.3	-7.3	-5.3	-1.6
O=S(=O)(c1ccc(Br)cc1)N1CCN=C1SCc1cccc(F)c1	-9.0	-3.6	0.0	-12.3	-0.8	4.1	-2.1	-0.9
Cc1cc(C(=O)COC(=O)CC2Sc3ccccc3NC2=O)c(C)n1-c1ccc2c(c1)OCO2 (stereo not given)	3.0	4.9	0.0	-9.1	-3.2	-5.4	20.3	8.6
C[C@@H]1CCCCO[C@@H](CN(C)Cc2ccncc2)[C@@H](C)CN([C@H](C)CO)C(=O)c2cc(NC(=O)CCC(F)(F)F)ccc2O1	/	19.5	0.0	/	2.5	/	10.9	/
O=C(NCC(c1ccc(F)cc1)N1CCOCC1)c1cccc(Br)c1 (stereo not given)	/	-4.4	0.5	-26.9	4.1	-1.1	/	7.0

# Next structures:
SMILES,RAD54 inh,INS-1E GSIS act,Xi reactivation,RAD52 inh,F508del corr,ARNT TACC3 PPI,esBAF inh,ERAP1 inh
COc1cccc(CNC(=O)[C@@H]2CCCN2C(=O)[C@H]2CCCCN2C(=O)OC(C)(C)C)c1,/,-16.0,-0.1,2.5,-3.3,/,/,-1.5
CCN(C(=O)COC(=O)c1cccc(S(=O)(=O)NCc2ccccc2)c1)c1ccccc1,-7.5,-43.5,0.0,-9.9,-1.9,0.3,-2.8,0.9
C[C@@H]1CN([C@@H](C)CO)C(=O)c2cc(NC(=O)Nc3ccccc3)ccc2O[C@H]1CN(C)S(C)(=O)=O,17.0,-2.0,0.1,-0.7,-2.4,2.9,0.8,-2.5
CCCCn1c2ccccc2c2nnc(SCCN3CCCCC3)nc21,30.6,16.4,0.1,28.9,1.1,-6.3,0.7,0.4
CCc1ccc(Nc2n[n+](-c3ccccc3)c(-c3ccc(OCc4ccccc4)cc3)s2)cc1,-14.1,5.7,0.0,30.7,-0.3,11.5,8.1,-2.4
CCOc1ccc(-c2nnc(Nc3ccc(OC)c(C(=O)N4CCCCC4)c3)c3ccccc23)cc1,6.9,-28.5,0.1,-2.6,0.1,-7.7,/,-2.3
COc1cccc(-c2ccc3c(c2)[C@@H]2[C@@H](CCN2C(=O)Cc2ccncc2)[C@@H](CO)N3)c1,-10.2,2.1,0.1,-3.2,-0.7,-0.8,20.1,-2.9
COc1ccc(NC(=O)N(C)C[C@H]2Oc3ccc(NC(=O)Nc4ccc5c(c4)OCO5)cc3C(=O)N([C@@H](C)CO)C[C@H]2C)cc1,-6.5,2.6,-0.1,7.8,-2.9,7.2,-3.5,1.2
Cc1ccc(C)c(S(=O)(=O)Nc2ccc3[nH]c(=O)[nH]c3c2)c1,0.2,-13.2,0.0,-8.8,-1.5,-17.2,0.5,0.5
COc1ccc(NC(=O)N[C@@H]2CC[C@H](CCNC(=O)CCN3CCCCC3)O[C@H]2CO)cc1,/,2.4,-0.1,/,-1.7,/,-1.7,/
COc1cccc(-c2ccc3c(c2)O[C@@H](CN(C)C(=O)C2CC2)[C@@H](C)CN([C@@H](C)CO)S3(=O)=O)c1,5.0,-11.7,-1.0,0.0,1.7,-1.2,/,-1.4
Cc1csc(Nc2ccc(Cl)cc2)[n+]1-c1ccc(Cl)cc1,/,-46.0,-0.1,-13.5,0.4,/,/,1.1
O=c1cc(-c2ccccc2Cl)oc2ccc([N+](=O)[O-])c(O)c12,-2.0,/,0.0,-19.7,-2.0,-24.7,5.5,-8.3
CN(C)CCCNC(=O)C[C@H]1C=C[C@H](NC(=O)Cc2cccnc2)[C@@H](CO)O1,0.5,17.2,0.0,1.2,0.9,1.7,-0.8,1.8
Oc1cc(O)cc(/C=C/c2ccc(O)c(O)c2)c1,0.8,/,0.2,-2.9,-1.0,19.0,1.5,2.7
O=C(NCCCN1CCOCC1)c1cc(-c2ccccc2)on1,5.1,-3.1,/,6.9,-1.4,-0.3,10.7,-3.9
CC(=O)N1C[C@H]2[C@@H](c3ccccc31)[C@H](CO)N2S(=O)(=O)c1ccccc1,-3.7,-4.5,0.2,/,-0.7,7.7,-2.5,/
Oc1cccc(C2c3[nH]c4ccccc4c3CCN2Cc2ccoc2)c1 (stereo not given),/,-5.0,0.1,-31.7,-1.8,-0.3,/,0.7
COc1ccc(CCNC(=O)C2CCN(c3nccc(C)n3)CC2)cc1,/,-0.2,0.3,-39.4,-1.3,-13.0,/,-3.7
Clc1ccc(/C=C/c2ncc[nH]2)c(Cl)c1,-8.2,7.4,0.1,-6.4,-0.1,-9.9,32.1,-4.4
CCCCn1c(CN2CCOCC2)nc2c1c(=O)n(C)c(=O)n2C,-10.8,/,0.0,7.3,-0.1,-2.4,-8.0,17.8
COC(=O)c1ccc(OCC(O)CN2CCc3cc(OC)c(OC)cc3C2c2ccccc2)cc1 (stereo not given),2.0,-34.3,0.0,-12.6,0.3,1.2,-13.7,-2.2
COc1ccc(COC(=O)C2=C(C)NC(=O)NC2c2ccc(F)cc2)cc1 (stereo not given),-3.8,-30.7,0.1,-9.3,-1.3,-3.9,-10.3,6.2
